D1 ag – activates the human D1 dopamine receptor; AID 504660; P21728; activation, % at 2 µM; hit rate 1% among 360,000; HEK293 T-REx D1 cells, calcium flux, agonist mode; also: 0% is about no effect
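Inducible HEK293 T-REx D1 cells, force-coupled to calcium signalling, were plated at 4000 cells/well with tetracycline and held overnight at 30 C. After no-wash calcium dye loading, compound-evoked calcium rise over 180 s flagged agonists.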
D1 potentiator – enhances dopamine response at the human D1 receptor | P21728 | HEK293 TREx D1 cells, calcium flux, dopamine EC20 potentiation | potentiation, % at 10 µM | hit rate 0.036% among 360,000 | AID 504651; in the data active = potentiation above about 30%; also: 0% is about no effect
D2 antagonist – D2 dopamine receptor (human) antagonism; inhibition, % at 10 µM; P14416; hit rate 2% among 340,000; AID 485344; HEK293 TREx D2 cells, calcium flux, dopamine EC80; in the data active = inhibition above about 30%; also: 0% is about no effect
Target sequence (P14416 whole entry, looked up): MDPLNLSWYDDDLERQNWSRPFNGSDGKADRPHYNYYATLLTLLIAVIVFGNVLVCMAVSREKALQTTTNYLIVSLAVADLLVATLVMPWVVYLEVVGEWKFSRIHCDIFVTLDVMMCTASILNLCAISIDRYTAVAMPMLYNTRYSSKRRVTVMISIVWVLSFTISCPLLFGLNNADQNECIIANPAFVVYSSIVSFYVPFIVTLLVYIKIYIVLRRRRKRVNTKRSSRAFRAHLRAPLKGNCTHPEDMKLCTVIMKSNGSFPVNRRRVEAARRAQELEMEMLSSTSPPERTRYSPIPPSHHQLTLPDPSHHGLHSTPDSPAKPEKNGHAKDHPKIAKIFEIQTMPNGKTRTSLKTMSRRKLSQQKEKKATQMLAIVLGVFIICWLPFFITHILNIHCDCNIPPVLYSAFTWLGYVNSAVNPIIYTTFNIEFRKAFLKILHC
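Tetracycline-induced HEK293 T-REx cells expressing D2 force-coupled to calcium signalling were dye-loaded, exposed to compound for 180 s, then challenged with an EC80 of dopamine; calcium flux was followed kinetically for a further 180 s.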
TRHR agonist – activates the human TRH receptor; activation, % at 2 µM; P34981; hit rate 0.18% among 360,000; TRHR cells, calcium flux fluo-8, FDSS agonist mode; also: 0% is about no effect
Target sequence (P34981 whole entry, looked up): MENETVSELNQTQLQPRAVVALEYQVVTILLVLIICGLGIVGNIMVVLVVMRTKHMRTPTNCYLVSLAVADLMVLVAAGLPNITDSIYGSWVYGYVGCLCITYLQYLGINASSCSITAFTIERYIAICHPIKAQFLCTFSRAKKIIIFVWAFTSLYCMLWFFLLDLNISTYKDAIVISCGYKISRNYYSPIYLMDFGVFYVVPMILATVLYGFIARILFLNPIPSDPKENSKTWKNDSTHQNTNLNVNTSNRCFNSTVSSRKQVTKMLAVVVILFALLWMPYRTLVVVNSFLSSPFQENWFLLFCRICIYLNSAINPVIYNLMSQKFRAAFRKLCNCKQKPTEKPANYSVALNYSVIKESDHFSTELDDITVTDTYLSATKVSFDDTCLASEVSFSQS
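TRHR-expressing cells, plated overnight in medium with 10% serum, were loaded with fluo-8 calcium dye at room temperature. After a 10 s baseline, library compound was pin-added and calcium release was recorded kinetically (ex 480/em 530) as agonist response.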
TRHR PAM – allosterically enhances the human TRH receptor; enhancement, % at 2 µM; hit rate 0.66% among 360,000; P34981; TRHR cells, fluo-8 calcium fluorescence, EC20 TRH enhancement; in the data active = enhancement above about 30%; also: 0% is about no effect
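TRHR-expressing cells loaded with fluo-8 calcium dye were read kinetically (ex 480/em 530) during compound addition, then stimulated with an EC20 of TRH (10 nM final). Enhancement of the Gq-mediated intracellular calcium response was scored.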
D2 potentiator – positive allosteric modulators of human D2 dopamine receptor; P14416; HEK293 T-REx D2, calcium flux, EC20 dopamine potentiation; potentiation, % at 10 µM; hit rate 0.34% among 340,000; AID 485347;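 active = potentiation over 3 SD above the plate norm, cut at about 30% in these data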; also: 0% is about no effect
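Calcium flux readout, no-wash dye, 1 read/s. Inducible HEK293 Trex D2 line, overnight 30 C. Compound alone 180 s (agonist flags), then EC20 dopamine, another 180 s to score potentiation.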
D2 agonist – activates the human D2 dopamine receptor. AID 485358. activation, % at 2 µM. HEK293 T-REx D2 cells, calcium flux agonist mode. hit rate 0.53% among 340,000;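 active = activation over 3 SD above normal in the single-dose calcium agonist read, cut at about 30% in these data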; also: 0% is about no effect
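HEK293 Trex D2 cells, tetracycline-induced, o/n 30 C 5% CO2; no-wash Ca dye, RT 30–90 min; 10-cycle baseline, 23 nl cpd added, kinetic Ca read 180 s; agonist hits = positive Ca response.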
RXFP1 antagonist – blocks the human relaxin receptor RXFP1; Q9HBX9; HEK293-RXFP1, relaxin-stimulated cAMP HTRF, 30 min; stronger effect = lower value; activity change, negative = inhibition, % at 57.5 µM; hit rate 0.59% among 350,000;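 active = activity change of -60% or lower, but not beyond a set lower limit; inconclusive = change between -60% and -40%, or beyond the set limit; inactive = change above -40%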; also: % is scaled to controls: 0 for no effect and ±100 for the full control effect
D1 antagonist – human D1 dopamine receptor antagonism. HEK293 TREx D1 cells, calcium flux, dopamine EC80; stronger effect = lower value. activity change, negative = inhibition, % at 10 µM. hit rate 3.2% among 360,000; in the data active = activity change below about -30%; also: % is scaled to controls: 0 for no effect and ±100 for the full control effect
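HEK293 T-REx cells expressing inducible, force-coupled D1 receptor; no-wash Ca dye, 30–90 min RT. Cmpd → 180 s read at 1 Hz → EC80 DA → 180 s read.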
The depositor's hits bear a star; ? = inconclusive; / = no result given. Rule as the data show it, unless noted: active = activation above about 30%; inactive = the rest.

Start of the data: the first 2 entries (preview)
SMILES	D1 ag	D1 potentiator	D2 antagonist	TRHR agonist	TRHR PAM	D2 potentiator	D2 agonist	RXFP1 antagonist	D1 antagonist
COc1ccccc1C(=O)Nc1ccnn1C1CCN(C(=O)c2ccoc2C)CC1	1	-1	-12	0.5	-2	1	0.7	3	-9
Cc1ccc(C)c(N2CCN(C(=O)c3cc4cc5ccc(C)cc5nc4o3)CC2)c1	3	0	/	-0.3	1	-4	0.4	/	4

Results, from the first entry:
SMILES	D1 ag	D1 potentiator	D2 antagonist	TRHR agonist	TRHR PAM	D2 potentiator	D2 agonist	RXFP1 antagonist	D1 antagonist
COc1ccccc1C(=O)Nc1ccnn1C1CCN(C(=O)c2ccoc2C)CC1	1	-1	-12	0.5	-2	1	0.7	3	-9
Cc1ccc(C)c(N2CCN(C(=O)c3cc4cc5ccc(C)cc5nc4o3)CC2)c1	3	0	/	-0.3	1	-4	0.4	/	4
Cc1nn(C)cc1CN(C)Cc1ccc(OCC(O)CN2CCCCC2)cc1 (centres undefined)	1	-4	-30	1.6	14	1	-0.6	23	3
CCOC(=O)c1sc(NC(=O)/C=C/c2ccccc2)nc1C	3	-3	4	0.8	-3	-4	0.7	2	-5
CCCc1cc(=O)[nH]c2nnc(SCC(=O)Nc3ccc(C(C)=O)cc3)n12	2	-9	7	-0.1	-10	1	-0.1	-10	-3
Cc1c(NC(=O)COC(=O)Cc2ccc(Cl)cc2)c(=O)n(-c2ccccc2)n1C	1	-11	7	-0.7	7	13	0.6	2	4
CCN(CC)CCn1c(=N)n(CCOc2ccccc2Cl)c2ccccc21	53*	-2	/	-0.7	5	16	-0.5	-20	-7
CSc1nc2c(cnn2-c2ccccc2)c(=O)n1N	-1	-2	-1	-0.3	-4	0	0.1	-5	4
CCSc1nnc(NC(=O)c2cccnc2)s1	2	-1	-10	-0.2	2	3	-0.1	-11	17
CNC(=O)CSc1nnc(NC(=O)C2CC(=O)N(c3ccccc3OC)C2)s1 (centres undefined)	1	-16	-5	-0.6	-2	3	0.1	-8	-1
Cc1ccc(-n2nnc3c(=O)n(Cc4ccccc4C)cnc32)cc1	-1	-1	21	-0.3	-4	-7	2.0	-3	-13
COc1ccccc1NC(=O)CN(Cc1ccco1)C(=O)c1cccs1	0	2	-6	-1.4	-4	7	0.7	-13	-2

Molecules above that contain sulfur (6):
SMILES	D1 ag	D1 potentiator	D2 antagonist	TRHR agonist	TRHR PAM	D2 potentiator	D2 agonist	RXFP1 antagonist	D1 antagonist
CCOC(=O)c1sc(NC(=O)/C=C/c2ccccc2)nc1C	3	-3	4	0.8	-3	-4	0.7	2	-5
CCCc1cc(=O)[nH]c2nnc(SCC(=O)Nc3ccc(C(C)=O)cc3)n12	2	-9	7	-0.1	-10	1	-0.1	-10	-3
CSc1nc2c(cnn2-c2ccccc2)c(=O)n1N	-1	-2	-1	-0.3	-4	0	0.1	-5	4
CCSc1nnc(NC(=O)c2cccnc2)s1	2	-1	-10	-0.2	2	3	-0.1	-11	17
CNC(=O)CSc1nnc(NC(=O)C2CC(=O)N(c3ccccc3OC)C2)s1 (centres undefined)	1	-16	-5	-0.6	-2	3	0.1	-8	-1
COc1ccccc1NC(=O)CN(Cc1ccco1)C(=O)c1cccs1	0	2	-6	-1.4	-4	7	0.7	-13	-2

Further structures follow:
SMILES	D1 ag	D1 potentiator	D2 antagonist	TRHR agonist	TRHR PAM	D2 potentiator	D2 agonist	RXFP1 antagonist	D1 antagonist
COc1ccc(OCc2nc3c4c(ncn3n2)-c2ccccc2CC42CCCC2)cc1	-1	-6	14	-0.8	10	-10	0.0	-9	-15
COc1ccc2cc(C=NS(=O)(=O)c3ccc(C)cc3)n(C)c2c1	1	1	-10	-0.3	-5	0	-0.4	/	37
CCOCc1nnc(NC(=O)c2ccco2)s1	5	2	-17	0.1	7	5	0.4	8	1
COc1ccccc1C1C(C#N)=C(N)Oc2cc(C)n(Cc3ccccn3)c(=O)c21 (centres undefined)	5	-4	-20	-0.6	16	18	0.5	6	1
COc1cccc(CNC(=O)N2CCN(c3ccccc3)CC2)c1	3	-16	12	-0.7	1	1	-0.6	-2	-7
COCCNC(=O)c1onc(CSc2cccc(Cl)c2)c1C(=O)O	2	-8	18	0.5	-3	-10	0.9	/	-4
O=C(NCc1n[nH]c(=S)n1Cc1ccccc1)c1ccc(Cl)cc1Cl	4	0	5	-0.2	2	-2	-0.4	-5	-31*
CCN(CC)C(=O)CSC1=Nc2ccccc2C2=NC(Cc3c[nH]c4ccccc34)C(=O)N12 (centres undefined)	1	-4	-2	-1.0	6	7	-1.4	17	-24
CCOC(=O)Cc1nnc(NC(=O)c2cccc(OCC)c2)s1	2	-5	4	-0.5	4	9	-1.6	2	-6
COc1ccc(COc2cc(-c3cccc(OC)c3)nc3ccc(NC(=O)C(C)C)cc23)cc1	3	-7	26	2.0	-3	0	5.0	/	-22
CC(=O)Nc1ccccc1Sc1ccc2c3c(cccc13)C(=O)N(c1ccc(C)cc1)C2=O	2	-1	7	0.7	16	-6	0.4	-1	6
COc1ccccc1C(=O)NNC(=O)C(=O)Nc1ccc(C)cc1	0	-5	-22	0.7	2	-2	1.3	?	3
O=C(COC(=O)CNC(=O)c1ccc(Cl)cc1Cl)NC(=O)NC1CCCCC1	2	8	12	-0.1	0	-5	-0.5	-16	4
COc1ccc(/C=N/N2CCN(c3ccc(Cl)cc3)CC2)cc1O	1	-5	-18	0.0	1	-5	0.7	-11	-8
COc1ccc(Cl)cc1-c1nc(SCC(N)=O)n[nH]1	0	2	-2	1.0	-1	-7	1.4	1	4
COc1ccc(C(=O)CCN2CCCCCC2)cc1	3	-7	-7	1.5	-3	-8	3.4	-28	-14
O=C(O)C1CCCN1S(=O)(=O)c1ccc(Cl)c(Cl)c1 (centres undefined)	0	-8	5	-0.2	-9	8	-1.2	-12	-4
Cc1ccc(NC(=O)C(C)N2C(=O)c3ccccc3S2(=O)=O)cc1Cl (centres undefined)	-1	0	-30	0.0	13	-11	2.4	7	25
O=C(O)Cc1sc(-c2ccc(C(=O)O)cc2)nc1-c1ccccc1	3	-5	33*	-0.2	1	-7	0.4	10	-8
Cc1cc(S(=O)(=O)Nc2ccc(-c3ccc(N4CCCCCC4)nn3)cc2)c(C)cc1Cl	2	1	/	0.3	5	0	0.5	-13	4
CCOC(=O)C(=O)NNc1ccc(C)cc1	1	4	-8	0.4	-2	13	0.6	-8	-6
COC(=O)c1cc(S(=O)(=O)NC2CCN(Cc3ccccc3)CC2)cn1C	7	2	/	-1.0	-2	/	/	-1	2
CCN(CC)CCNC(=O)c1ccc(NC(=O)/C=C/c2ccc3ccccc3n2)cc1	0	5	1	4.8	0	-5	-0.1	5	-1
COC(=O)c1cc(C(=O)Nc2ccc(S(=O)(=O)NC(C)(C)C)cc2)cc([N+](=O)[O-])c1	2	2	-13	0.1	7	-2	1.5	-10	-10

One compound at a time (already shown). Order of screens: D1 ag | D1 potentiator | D2 antagonist | TRHR agonist | TRHR PAM | D2 potentiator | D2 agonist | RXFP1 antagonist | D1 antagonist
`O=C(O)C1CCCN1S(=O)(=O)c1ccc(Cl)c(Cl)c1` (centres undefined) as listed: 0 | -8 | 5 | -0.2 | -9 | 8 | -1.2 | -12 | -4
`COc1ccc(Cl)cc1-c1nc(SCC(N)=O)n[nH]1` as listed: 0 | 2 | -2 | 1.0 | -1 | -7 | 1.4 | 1 | 4
`CCN(CC)CCNC(=O)c1ccc(NC(=O)/C=C/c2ccc3ccccc3n2)cc1` as listed: 0 | 5 | 1 | 4.8 | 0 | -5 | -0.1 | 5 | -1

Going on with the list:
SMILES	D1 ag	D1 potentiator	D2 antagonist	TRHR agonist	TRHR PAM	D2 potentiator	D2 agonist	RXFP1 antagonist	D1 antagonist
COC(=O)c1c(NC(=O)CN(C)CC(=O)Nc2ccc(C)cc2)sc2c1CCC(C)C2 (centres undefined)	0	/	-7	-0.2	-3	-12	-2.1	8	13
Cc1ccn(CCC(=O)N2c3ccccc3CC2C)n1 (centres undefined)	1	-8	-6	-0.1	-4	-7	0.3	0	16
CCCC(=O)Nc1ccc2c(c1)nc(CCNC(=O)c1ccco1)n2C	4	-1	-4	-1.0	-1	-2	12	-12	-9
Cn1c(CN2CCOCC2)nnc1SCc1ccccc1	2	-6	-31	0.3	2	-1	0.0	-8	-6
COCCCn1c(SCC(=O)NC2CCCC2)nnc1-c1cccs1	1	-4	-6	-0.2	-3	6	-0.4	3	5
COCC1CCN(C(=O)CCc2nnc(CCCCc3ccccc3)o2)CC1	0	-4	-11	-1.5	-3	10	-0.4	2	8
Cc1ccc(NC(=O)CSc2nnc3ccc4ccccc4n23)cc1	2	-7	/	-0.8	0	4	0.5	-3	12
O=C(NC(=S)Nc1ncccn1)c1ccc(Cl)cc1Cl	-2	-2	-7	-0.1	-7	4	0.5	-2	-2
O=C(Oc1nsnc1N1CCOCC1)N1CCOCC1	2	-2	10	0.2	-3	-3	1.0	-10	-13
Cc1ccc2cc(C3CC(c4ccco4)=NN3S(=O)(=O)c3ccccc3)c(Cl)nc2c1 (centres undefined)	2	-3	4	0.3	-5	-8	0.1	-17	5
CC1CC(C)CN(Cc2nc3c(c(=O)n(C)c(=O)n3C)n2CCN2CCOCC2)C1 (centres undefined)	3	0	1	0.5	-3	-1	0.0	-2	2
CNC1(c2nnnn2-c2c(C)cccc2C)CCOC(C)(C)C1 (centres undefined)	0	-11	/	0.7	16	7	/	2	-5
CCOc1ccc(OCC)c(NC(=O)CCS(=O)(=O)c2ccc(Br)s2)c1	-2	6	-12	0.9	-3	14	0.3	-10	-5
CC(Oc1ccc2c3c(c(=O)oc2c1)CCC3)C(=O)NCc1cccnc1 (centres undefined)	0	3	-6	0.0	-3	7	0.4	5	4
N/C(=N\OC(=O)/C=C/c1ccccc1Cl)c1ccncc1	1	5	-1	-0.3	3	/	1.7	-20	-1
O=C(NC1CC1)c1ccc2c(c1)N(Cc1ccc(Cl)cc1)CCS2	0	-21	-1	-0.4	-4	5	-2.2	-2	0
CC(C)[C@@H](CO)NC(=O)c1ccc2c3n(nc2c1)-c1ccc(Cl)cc1CO3	0	-2	-19	-0.6	-7	-3	0.0	/	0
Cc1ccc(OCC(=O)Nc2ccc(CN3CCOCC3)cc2)cc1	2	-11	-10	1.1	3	2	-0.8	3	8

Bioassay records deposited in PubChem by National Center for Advancing Translational Sciences (NCATS).
